# Source: PubChem (several laboratories)
# CR mimetic SO: lowers age-related superoxide in aged yeast cells; superoxide response (% of plate mean), % at 10 µM; AID 2690; hit rate 0.18% among 330,000; S. cerevisiae aged cells, superoxide DHE fluorescence; active compounds read low;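 active = superoxide response under a set limit, about three screen SD below normal, cut at about 65% in these data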;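 also: yeast aged for seven days with compound at 30 °C before DHE staining; 100% = average MFI of all compound-treated wells on the plate with controls excluded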
# JMJD2C inh: human JMJD2C demethylase inhibition; Q9H3R0; GST-JMJD2C(1-420) H3K9me3 demethylation, DELFIA europium; inhibition, % at 2.35 µM; hit rate 0.069% among 330,000; AID 2099;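 active = more than half of a compound's replicate wells show inhibition beyond 50%, single wells judged on their own value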;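 also: signal counts dimethyl H3K9 product captured on neutravidin plate; 0% = median of DMSO wells and 100% = 0.3 times that DMSO median; strong numbers were not always called active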
# Target sequence (Q9H3R0 1-420 limits assumed): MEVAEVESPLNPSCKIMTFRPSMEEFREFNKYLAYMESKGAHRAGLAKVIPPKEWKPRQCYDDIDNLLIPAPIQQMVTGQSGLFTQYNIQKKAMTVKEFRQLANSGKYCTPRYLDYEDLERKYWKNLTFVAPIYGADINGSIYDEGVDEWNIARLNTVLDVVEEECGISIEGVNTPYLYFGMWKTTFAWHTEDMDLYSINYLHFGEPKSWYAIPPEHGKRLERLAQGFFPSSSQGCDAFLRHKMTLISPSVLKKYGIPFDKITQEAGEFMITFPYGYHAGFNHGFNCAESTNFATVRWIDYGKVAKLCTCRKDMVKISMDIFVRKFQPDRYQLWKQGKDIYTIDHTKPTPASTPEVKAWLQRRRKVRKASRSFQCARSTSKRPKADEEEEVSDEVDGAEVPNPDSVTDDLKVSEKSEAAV
# Starred values were filed as active, the others as inactive. These rows are one share of the data. The share of hits here may be higher or lower than overall.
# Value order: CR mimetic SO | JMJD2C inh
CCOC(=O)N1CCN(C(=O)COC(=O)c2cc(Cl)cc(Cl)c2)CC1
 : 91 | 5
COc1ccc(S(=O)(=O)Nc2ccc3c(c2)C(=O)N([C@H](C)CO)C[C@H](C)[C@H](CN(C)Cc2ccc(C(=O)O)cc2)O3)cc1
 : 97 | 51*
CCN(C[C@H]1N[C@@](C)(C(=O)OC)[C@H]2C(=O)N(C)C(=O)[C@@H]12)S(=O)(=O)c1ccc(F)cc1
 : 104 | 12
Nc1nonc1-n1nnc(C(=O)N/N=C/c2cccc(O)c2)c1CN1CCCC1
 : 100 | 12
C=CCn1c2ccccc2c2n[nH]c(=S)nc21
 : 96 | 17
CCN1C(=O)C(=O)N(CC(=O)Nc2cccc(C(F)(F)F)c2)C1=O
 : 80 | -6
CCCCn1c(N)c(N(C)C(=O)c2cccc(-n3cnnn3)c2)c(=O)[nH]c1=O
 : 114 | -4
COc1ccc2c3c([nH]c2c1)C(C)N(CCC(=O)NN)CC3 (stereo not given)
 : 107 | 1
O=C(NC1CCC1)C1CCC(=O)N(Cc2cccc(F)c2)C1 (stereo not given)
 : 109 | -6
O=C(CN1C(=O)C2CC=CCC2C1=O)N1CCN(S(=O)(=O)c2ccccc2)CC1 (stereo not given)
 : 120 | 0
CC(=O)N1CCN(C(=O)C2CCN(S(=O)(=O)c3ccccc3C(F)(F)F)CC2)CC1
 : 97 | -4
O=C(Nc1ccc(S(=O)(=O)Nc2ncccn2)cc1)c1cccc(Br)c1
 : 94 | 17
CC[C@@H](C)[C@@H]1CN([C@@H](C)CN2CCC[C@H]2CN2C(N)=NC[C@@H]2Cc2ccccc2)C(=N)N1CCCC1CCCC1
 : 111 | 18
CC(=O)c1ccc(N2CCN(C(=O)c3ccc(S(=O)(=O)NCc4ccco4)cc3)CC2)cc1
 : 87 | -5
Cn1nccc1C(=O)N1CCCC(N2CCN(Cc3ccc4c(c3)OCO4)CC2)C1 (stereo not given)
 : 95 | 14
CNS(=O)(=O)c1ccc2c3c(cccc13)C(=O)N2
 : 100 | 24
O=C(Nc1cc(Cl)ccc1O)C1CC(c2ccccc2Cl)=NO1 (stereo not given)
 : 98 | 8
CCC(CO)Oc1cc(NC(=O)c2ccccc2[N+](=O)[O-])c2ncn(C(C)C)c2c1 (stereo not given)
 : 116 | -6
COc1ccccc1-c1nnc(SCC(=O)NC2CCCCC2)n1N
 : 82 | 1
COc1ccccc1Nc1nc(N(C)c2ccccc2)nc(N)c1[N+](=O)[O-]
 : 97 | -4
C=CCC[C@H](Cc1ccc(F)cc1)C(=O)OC[C@@H](NC(=O)[C@H](CC=C)CC(=O)NCCO)C(C)(C)C
 : 96 | 2
COc1ccc(-n2nc3c(c2NC(=O)CCCl)CSC3)cc1
 : 102 | 0
Cc1cccc(N2CCN(S(=O)(=O)c3ccc(Cl)nc3)CC2C)c1 (stereo not given)
 : 87 | -3
CC(C)CN(C(=O)CSc1nc(N)cc(N)n1)C1CCS(=O)(=O)C1 (stereo not given)
 : 106 | -12
COc1ccc(NC(=O)CSc2nnc(-c3cccs3)n2N)cc1S(N)(=O)=O
 : 107 | -8
Cc1noc(C)c1C(=O)OC(C)C(=O)Nc1ccc2c(c1)OCO2 (stereo not given)
 : 95 | -1
CCOC(=O)/C(C#N)=C/c1c(N2CCN(c3ccccc3)CC2)nc2c(C)cccn2c1=O
 : 107 | 1
CCC(CO)Oc1cc(NC(=O)c2cccc([N+](=O)[O-])c2)c2ncn(C(C)C)c2c1 (stereo not given)
 : 84 | 0
O=S(=O)(c1ccc2nnn(O)c2c1)N1CCOCC1
 : 109 | -9
Cc1cccc(C)c1N1C(=O)CC(N2CCN(S(=O)(=O)c3ccccc3F)CC2)C1=O (stereo not given)
 : 89 | -10
O=C(O)CCn1c(=O)oc2cc(S(=O)(=O)N3CCCC3)ccc21
 : 110 | 20
CCN(C[C@H]1N[C@@](Cc2ccccc2)(C(=O)OC)[C@H]2C(=O)N(Cc3ccccc3)C(=O)[C@@H]12)S(=O)(=O)c1ccc(OC)cc1
 : 119 | 29
Cc1ccsc1C(=O)OCC(=O)N(Cc1ccccc1)C(C)C
 : 105 | -5
Cc1ccc(NC(=O)CN2CCOCC2)cc1S(=O)(=O)N1CCCCC1
 : 90 | 0
O=C(CCNC(=O)c1ccco1)NCc1ccc(F)cc1
 : 97 | 5
COc1ccc(C(=O)N2CCCc3ccccc32)cc1OC
 : 92 | -1
C/C(=N\NC(=O)CCC(=O)NCc1ccccc1)c1ccco1
 : 102 | 8
NS(=O)(=O)c1cccc(NC(=O)COC(=O)CC2Sc3ccccc3NC2=O)c1 (stereo not given)
 : 106 | 3
Cc1nc(SCC(=O)N(C)C2CCS(=O)(=O)C2)c2ccccc2n1 (stereo not given)
 : 104 | 8
CN(C)c1ccc(-c2cc3ccccc3c(=O)o2)cc1
 : 101 | 9

# No new results follow: an excerpt of the list.
# Value order: CR mimetic SO | JMJD2C inh
COc1ccc(C(=O)N2CCCc3ccccc32)cc1OC
 : 92 | -1
C/C(=N\NC(=O)CCC(=O)NCc1ccccc1)c1ccco1
 : 102 | 8
NS(=O)(=O)c1cccc(NC(=O)COC(=O)CC2Sc3ccccc3NC2=O)c1 (stereo not given)
 : 106 | 3
Cc1nc(SCC(=O)N(C)C2CCS(=O)(=O)C2)c2ccccc2n1 (stereo not given)
 : 104 | 8
CN(C)c1ccc(-c2cc3ccccc3c(=O)o2)cc1
 : 101 | 9

# Remaining list, next part
# Value order: CR mimetic SO | JMJD2C inh
Cc1cc(=O)oc2c3c(cc(OCC(=O)NC(C)C)c12)OC(C)(C)CC3
 : 94 | 2
CS(=O)(=O)N(CC(=O)N1CCOCC1)c1ccccc1Br
 : 105 | -5
CN(C(=O)COC(=O)c1cc2ccccc2oc1=O)C1CCCCC1
 : 93 | 22
O=C(COC(=O)c1ccc(F)c(S(=O)(=O)N2CCOCC2)c1)c1ccccc1
 : 109 | -14
COc1cc(C)ccc1OCC(=O)OCC(=O)NCC1CCCCC1
 : 117 | 4
N/C(Cc1cccc2ccccc12)=N\OC(=O)c1ccccc1F
 : 112 | 6
CC(C)[C@H](NC(=O)c1ccc(Cl)cc1Cl)C(=O)NNC(=O)c1ccco1
 : 107 | 7
Cc1ccc(C)c(NC(=O)CN(C)C(=O)c2cc3ccccc3oc2=O)c1
 : 82 | 2
Cc1cccc(C)c1N1CCN(CCn2c(=S)[nH]c3ccccc3c2=O)CC1
 : 106 | 3
O=C(CCCOc1ccccc1)Nc1cccc(S(=O)(=O)N2CCOCC2)c1
 : 80 | 0
COc1cc(C(=O)COC(=O)c2c(C)noc2C)cc(OC)c1OC
 : 76 | 3
O=C(NC(=S)Nc1ccccc1CO)C1CCCCC1
 : 84 | 5
CON(C)C(=O)CCC1CCCN1C(=O)OC(C)(C)C (stereo not given)
 : 95 | -5
CCCCCCSc1cc(-c2nc3cnccn3c2NCCCC)ccc1OC
 : 82 | -2
COc1ccc(S(=O)(=O)Nc2ccc3c(c2)CC(=O)N([C@@H](C)CO)C[C@@H](C)[C@@H](CN(C)Cc2ccccc2)O3)cc1
 : 81 | -8
Cc1ccc(-c2nc(=O)[nH]c3ccc(Br)cc23)cc1
 : 112 | -6
Cc1cc(-n2c(C)cc(C(=O)CSc3nncn3C)c2C)no1
 : 82 | -2
CCc1cccc2c(C(=O)COC(=O)[C@@H]3CC(O)CN3S(=O)(=O)c3ccccc3[N+](=O)[O-])c[nH]c12 (stereo not given in full)
 : 103 | -4
COCCN1CCN(C(=O)c2cc(COc3cncc(Cl)c3)on2)CC1
 : 93 | 2
CCN(CC(=O)Nc1c(F)cccc1F)C(=O)Cc1c[nH]c2ccccc12
 : 104 | 10

# Single values from the entries so far.
# Under CR mimetic SO, COc1ccc(S(=O)(=O)Nc2ccc3c(c2)CC(=O)N([C@@H](C)CO)C[C@@H](C)[C@@H](CN(C)Cc2ccccc2)O3)cc1 has the entry 81
# Under CR mimetic SO, O=C(NC(=S)Nc1ccccc1CO)C1CCCCC1 has the entry 84
# Under CR mimetic SO, Cc1cc(-n2c(C)cc(C(=O)CSc3nncn3C)c2C)no1 has the entry 82

# The list goes on:
# Value order: CR mimetic SO | JMJD2C inh
CCCCC1(C)NC(=O)N(CC(=O)N2CCc3ccccc32)C1=O (stereo not given)
 : 98 | -10
CC(C)c1ccc(S(=O)(=O)Nc2ccc3c(c2)OCO3)cc1
 : 90 | 4
COc1ccc(CCN(C)C2CCCN(S(=O)(=O)c3ccccc3F)C2)cc1OC (stereo not given)
 : 103 | -3
Cc1cc(C)c(C#N)c(SCC(=O)Nc2c(C)n(C)n(-c3ccccc3)c2=O)n1
 : 76 | 3
COc1ccc(NC(=O)Nc2cccc3c2O[C@H](CN(C)C(=O)NC(C)C)[C@@H](C)CN([C@H](C)CO)C3=O)cc1
 : 113 | 46
CCOC(=O)C1=C(C)NC(C)=C(C(=O)OCC)C1C(=O)OCC(=O)NCc1ccccc1OC
 : 110 | 4
CN(C)S(=O)(=O)c1cc(NC(=O)COC(=O)CC2Sc3ccccc3NC2=O)ccc1Cl (stereo not given)
 : 117 | -9
C[C@H](NC(=O)c1ccc(Cl)cc1)C(=O)OCn1nnc2ccccc2c1=O
 : 82 | 5
CC1(C)C[C@H]2C3=CCC4[C@@]5(C)CC[C@H](O)C(C)(C)C5CC[C@@]4(C)[C@]3(C)[C@@H](O)[C@@H](O)[C@@]2(CO)[C@@H](O)[C@@H]1O (stereo not given in full)
 : 81 | -130
COc1ccc(C(=O)Nc2ccc3c(c2)OCCO3)cc1Br
 : 96 | 9
Cn1c(N)c(C(=O)COC(=O)Cc2cccs2)c(=O)n(C)c1=O
 : 91 | 0
COc1cc(/C=N/NC(=O)c2ccoc2C)ccc1OCCN1CCCCC1
 : 116 | 16
O=C(Nc1cccc(C(F)(F)F)c1)Nn1cnnc1
 : 99 | -10
C[C@H](CO)N1C[C@H](C)[C@@H](CN(C)S(=O)(=O)c2ccccc2)Oc2ccc(NC(=O)c3ccncc3)cc2C1=O
 : 86 | 8
O=C(Cn1ncc(Cl)c(Cl)c1=O)NC(=O)NC1CCCCC1
 : 113 | 0
CN(C)c1ccc(-c2nc3cc(N)ccc3o2)cc1
 : 100 | -5
CCN(C(=O)COC(=O)CNC(=O)c1ccc(Cl)cc1Cl)c1c(N)n(Cc2ccccc2)c(=O)[nH]c1=O
 : 96 | 14
O=C(Nc1ccc(Br)cc1)C1Cc2ccccc2O/C1=N\O (stereo not given)
 : 115 | 0
O=C(NCCCN1CCOCC1)c1ccc2nc(Cc3ccccc3F)oc2c1
 : 101 | -13
COc1cc(/C=N/NC(=O)c2cc(O)cc(O)c2)ccc1OC(=O)c1ccccc1
 : 101 | -2

# Other records
SMILES	CR mimetic SO	JMJD2C inh
Cc1nonc1C(=O)N1CCCC(N2CCN(c3ccc(F)cc3)CC2)C1 (stereo not given)	102	13
CC(C)c1nnc2n1N=C(c1ccc(Cl)cc1)CS2	92	-3
NS(=O)(=O)c1ccc(CCNC(=O)COC(=O)C2COc3ccccc3O2)cc1 (stereo not given)	94	-4
CCC1CN(C(=O)NCc2ccccc2)c2cc(Cl)ccc2O1 (stereo not given)	99	-4
O=C(c1cc(-c2ccc(F)cc2)nc2ccccc12)N1CCC1	89	-7
CN(Cc1ccccc1)S(=O)(=O)c1ccc(NC(=O)C2CCCCC2C(=O)O)cc1 (stereo not given)	113	6
C[C@H](CO)N1C[C@H](C)[C@@H](CN(C)S(=O)(=O)c2cccs2)Oc2c(NC(=O)C3CCCCC3)cccc2C1=O	128	-7
COc1ccc(CNC2CCCc3ccccc32)c(OC)c1 (stereo not given)	102	3
CC1CC(C)CN(C(=O)C(C)N2CCN(S(=O)(=O)c3ccccc3F)CC2)C1 (stereo not given)	106	-4
CCOC(=O)Nc1ccc2c(COC(=O)C(NS(=O)(=O)c3ccc(Cl)cc3)C(C)O)cc(=O)oc2c1 (stereo not given)	133	-2
COc1ccc(S(=O)(=O)N(C)C[C@H]2Oc3ccc(NS(=O)(=O)c4c(C)noc4C)cc3C(=O)N([C@H](C)CO)C[C@@H]2C)cc1	96	-4
Cc1ccc(CNC(=O)COC(=O)CN2C(=O)C3CC=CCC3C2=O)cc1 (stereo not given)	102	0
O=C(O)c1ccccc1NC(=O)c1cc2ccccc2oc1=O	107	-13
CC(C)[C@H](NC(=O)c1ccccc1F)C(=O)OCC(=O)NC1CC1	113	18
CCCC(O)(c1ccc(CC)cc1)C(CN1CCOCC1)c1ccccc1 (stereo not given)	100	-2
CCn1cc(CCCC(=O)NCc2ccc(OC)cc2)c2ccccc21	96	5
Clc1ccc2ccc3cccnc3c2n1	93	6
COc1ccc(NC(=O)NC(C)c2ccccc2)cc1 (stereo not given)	136	2
COc1cc(OC)cc(-c2c(-c3cccs3)c3cc(-c4ccc(CN5CCOCC5)cc4)ccc3n2C)c1	83	7
CCN(CC)c1ccc(/C=C2\SC(N)=NC2=O)cc1	98	13
Cc1ccnc(N/C=C/C(=O)c2ccc(Br)cc2)c1	115	1
O=C(COC(=O)c1cccc(F)c1)NCCC1=CCCCC1	88	5
COc1ccc(C(=O)Nc2cc(-c3ccc(C)cc3)no2)cc1	85	6
Cc1cc(NS(=O)(=O)c2ccc(NC(=O)c3ccc(F)cc3)cc2)nc(C)n1	73	2
COCCn1c(C)cc(C(=O)COC(=O)/C=C/c2ccc(OC)cc2OC)c1C	77	-2
Cc1ccc(NC(=O)CC(C)c2ccccc2)cc1S(=O)(=O)N1CCOCC1 (stereo not given)	84	-8
Cn1c(=O)c(C(=O)NCCCc2ccccc2)c(O)c2ccccc21	85	12
Cc1cc(-n2c(C)cc(C(=O)COc3ccc(Cl)cc3C(N)=O)c2C)no1	92	11
COCCCNC(=S)Nc1cc2oc3ccccc3c2cc1OC	96	-3
O=C(NNC(=O)c1cccc(Cl)c1)NNC(=O)c1cccc(Cl)c1	98	-2
CC(C)C(=O)Nc1ccc(N2CCOCC2)c(S(=O)(=O)Nc2ccccc2Cl)c1	94	1
O=C(Nc1cc(Cl)ccc1Cl)C1Cc2ccccc2O/C1=N\O (stereo not given)	110	-2
CCN(C(=O)CSc1nccc(=O)[nH]1)C1CCCCC1	124	8
